From PubChem
hDAT+cocaine = modulates human dopamine transporter uptake under cocaine. LLC-PK1 hDAT cells, [14C]-dopamine uptake with cocaine IC80; actives deviate in either direction. B-score at 10 µM. 1.3% of 110,000 active. AID 449768;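 active = Z score or B-score, a plate-position-corrected score, falls beyond the plate's 99.7% confidence bounds, in either direction; inactive = both scores lie inside the 99.7% bounds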;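 note: scored against the spread of the other compound wells on the same plate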
Target sequence (Q01959 whole entry, looked up): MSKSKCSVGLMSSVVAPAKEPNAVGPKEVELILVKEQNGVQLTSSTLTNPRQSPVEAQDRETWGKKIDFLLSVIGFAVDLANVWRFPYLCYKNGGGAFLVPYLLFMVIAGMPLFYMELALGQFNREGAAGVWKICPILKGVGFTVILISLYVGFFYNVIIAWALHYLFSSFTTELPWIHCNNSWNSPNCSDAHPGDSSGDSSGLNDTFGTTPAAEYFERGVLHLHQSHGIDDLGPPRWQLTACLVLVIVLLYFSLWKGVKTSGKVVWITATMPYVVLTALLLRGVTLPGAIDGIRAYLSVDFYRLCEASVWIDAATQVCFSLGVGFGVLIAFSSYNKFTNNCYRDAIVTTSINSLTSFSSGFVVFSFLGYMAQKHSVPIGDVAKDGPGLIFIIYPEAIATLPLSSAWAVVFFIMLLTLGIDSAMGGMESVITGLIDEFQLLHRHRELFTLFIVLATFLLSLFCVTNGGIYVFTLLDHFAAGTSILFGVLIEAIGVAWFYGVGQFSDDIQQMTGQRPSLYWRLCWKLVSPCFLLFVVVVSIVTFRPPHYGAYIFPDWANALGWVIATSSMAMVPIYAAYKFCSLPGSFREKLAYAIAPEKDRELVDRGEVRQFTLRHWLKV
CYP2C9 act = activators of human CYP2C9; P11712; recombinant CYP2C9, luciferin-H conversion, luminescence; hits give high values; factor 1 = untreated enzyme, 0 = blocked; activation factor at 5 µM; 1.4% of 96,000 active;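 active = activation factor of 2 or more for CYP2C9 at a 5 µM dose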;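 note: 0 = sulfaphenazole-blocked wells and 1 = vehicle-only wells; values of inactives mirror those of a sister screen read the other way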
HUVEC tox TNFa = HUVEC cytotoxicity counter-screen, TNF alpha stimulated | cell count reduction, % at 2 µM | HUVEC TNFalpha-stimulated, Hoechst cell count, imaging | 0.17% of 93,000 active;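 active = cell count reduction exceeding the screen mean by over 5 SD, scaled to untreated wells per plate, cut at about 78% in these data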;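 note: cells counted after 24 h of TNF alpha exposure following the 1 h pretreatment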
CYP2C19 activ = increases human CYP2C19 enzyme activity; P33261; activation factor at 5 µM; 96,000 tested, under 10 active; recombinant CYP2C19, luciferin-H EGE luminescence; hits give high values; 0 = fully inhibited enzyme, 1 = untreated enzyme;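 active = activation factor of at least 2 at 5 µM in the primary screen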;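 note: 0 = wells with 2.5 mM tranylcypromine and 1 = vehicle-only wells; values of inactives mirror those of a sister screen read the other way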
CYP2C19 inh = inhibitors of human CYP2C19; CYP2C19 Supersomes, luciferin-H EGE luminescence, 30 min; 21% of 96,000 active; inhibition, % at 5 µM; P33261;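 active = CYP2C19 inhibition above a set limit at 5 µM in the primary screen, cut at about 50% in these data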;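 note: plate controls were negative control wells for no effect and 2.5 mM tranylcypromine positive control for full effect; values of inactives mirror those of a sister screen read the other way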
IL1B cytotox = HUVEC cytotoxicity counter-screen, IL-1B stimulated; HUVEC cell count loss, Hoechst imaging; cell count reduction, % at 2 µM; 0.41% of 94,000 active; AID 845;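 active = cell count reduction more than 3 SD above the screen-wide mean, cut at about 70% in these data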;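 note: normalized per plate to untreated control cells as the no-loss baseline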
VCAM1 TNFa inh = reduces TNF alpha induced VCAM1 expression in HUVEC. HUVEC TNFa-induced VCAM-1 immunofluorescence, high-content imaging. inhibition, % at 2 µM. 0.48% of 95,000 active. AID 802;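 active = inhibition above the batch mean plus 3 SD, with images confirmed as a hit by eye, cut at about 37% in these data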;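 note: 0% = TNF-stimulated DMSO wells and 100% = unstimulated control wells; not every result past the cut was called active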
Candida biofilm = kills Candida albicans biofilms; C. albicans biofilm + clotrimazole, Alamar Blue; inhibition, % at 6 µM; 0.14% of 85,000 active; AID 834;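 active = inhibition above 20%; inactive = inhibition below 20%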;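 note: preformed 24 hr biofilms exposed to compound for 48 hr; 0% = biofilm without compound and 100% = blank killed by clotrimazole plus chlorhexidine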
CYP2C9 inh = blocks human cytochrome P450 2C9; P11712; CYP2C9 Supersomes, luciferin-H conversion, luminescence; inhibition, % at 5 µM; 20% of 96,000 active; AID 777;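 active = blocking of liver enzyme CYP2C9 beyond about 50% at 5 µM, limit read from the data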; note: values of inactives mirror those of a sister screen read the other way
Numbers without * were called inactive; . = not tested or not shown.

SMILES	hDAT+cocaine	CYP2C9 act	HUVEC tox TNFa	CYP2C19 activ	CYP2C19 inh	IL1B cytotox	VCAM1 TNFa inh	Candida biofilm	CYP2C9 inh
COc1ccccc1-n1nnnc1SCC(=O)NC1CCCC1	0.12	2.3*	9	0.9	11	8	16	-5	-126
O=C(NCCC1=CCCCC1)N[C@@H](Cc1ccccc1)C(=O)O	-0.54	1	.	0.9	7	0	.	-2	-1
Cc1ccc2[nH]c(=O)c(CN(Cc3ccccc3)Cc3nnnn3C3CCCC3)cc2c1	-0.5	0.3	-4	0.1	93*	72*	-4	4	66*
CC1=NN(c2ccc(F)cc2)C(=O)C1C(c1cccc(O)c1)c1c(C)[nH]n(-c2ccc(F)cc2)c1=O (stereo unspecified)	-0.21	0.4	12	0.9	7	15	-7	.	59*
CCOc1ccc(N2C(=O)C(Cl)=C(Nc3ccccc3O)C2=O)cc1	-0.17	1	5	0.9	14	-100	4	4	-4
Cc1cc(C=C2C(=O)c3ccccc3C2=O)c(C)n1-c1ccccc1	-0.42	0.6	0	0.7	30	-2	-2	.	38
COc1ccc(C)c2sc(NC(=O)C3=COCCO3)nc12	0.38	0.8	28	0.9	8	20	18	8	20
CCCCCCOC(=O)NCC(O)c1ccccc1 (stereo unspecified)	0.41	0.8	3	0.8	23	0	6	11	24
COc1ccnc(NCc2cccnc2)c1C#N	0.26	0.9	-40	0.9	13	16	11	.	5
Cc1ccc(C)c(NC(=O)CSc2nc3c(c(=O)n2C)SC(C)C3)c1 (stereo unspecified)	-0.76	0.3	.	0.8	17	.	.	0	66*
Cc1[nH]n(-c2cccc3ccccc23)c(=O)c1C=Nc1ccc2[nH]c(=O)[nH]c2c1	0.34	0.9	-23	0.9	9	-7	-8	.	6
Cc1ccc(CN2CCC(c3nc4ccc(Cl)cc4[nH]3)CC2)cc1	1.3	0.8	0	0.9	15	0	-6	.	19
COc1ccc(N=Cc2ccc(CNS(=O)(=O)c3ccc(Cl)cc3)o2)cc1	-0.23	0.9	-25	0.5	49	11	-8	.	9
CCCN(CC1CC1)c1nc(N)c2c(N)nc(OC)cc2c1C#N	-0.02	0.6	-15	0.9	8	-7	9	.	40
Cc1ccnc(NC2OC(=O)c3ccccc32)c1 (stereo unspecified)	-1.7	1.2	9	0.8	16	-28	-2	4	-16
Cc1cccc(C(=O)O/N=C/c2c(N3CCOCC3)n(C)c3ccccc23)c1	-1.6	0.1	-4	0.7	31	-23	9	.	85*
O=C(Nc1ccc(N2CCOCC2)c(Cl)c1)c1cccnc1Cl	-0.42	.	-30	.	.	-10	-3	3	.
Clc1ccc(-c2nnnn2-c2ccc(Cl)c(Cl)c2)cc1Cl	0.98	0.5	-29	0	96*	-16	4	5	53*
O=C(C1CC1)N1CCc2cc(Br)cc(S(=O)(=O)NCCCN3CCCC3)c21	-0.4	1.1	.	1	-4	.	.	7	-11
O=C(COc1ccccc1Cl)Nn1cnnc1	-1.2	0.9	-18	0.6	41	2	-4	8	8
CC(=O)c1cnc(Nc2nc(C)c3cccc(C)c3n2)nc1C	.	1	.	1	-1	.	.	3	3
CS(=O)(=O)N(Cc1nnc(-c2cccs2)o1)c1ccc(Cl)cc1F	-1.6	0.1	-22	0	99*	-42	13	4	88*
O=C(c1cccnc1)N1CCN(Cc2ccccc2Br)CC1	0.11	1.1	-14	0.2	80*	29	0	1	-5
COc1cccc(-c2cc(C(F)(F)F)n3nc(N)nc3n2)c1	0.036	1.1	-6	1.1	-14	12	0	-2	-13
COCc1cc(C)nc(N2CCN(c3ccccc3)CC2)c1C#N	-0.24	2.4*	.	0.3	69*	.	.	-1	-139
CCCn1c(-c2ccc(F)cc2)n[nH]c1=S	-0.83	1.1	.	0.6	40	.	.	5	-10
CCn1c(=O)cc(SCC(=O)Nc2cccnc2)c2ccccc21	-0.67	2.4*	-18	1.1	-13	4	-16	.	-144
O=C(Nc1ccc(Cl)cc1)N1CC=CCC1	-0.62	0.9	.	0.8	23	.	.	.	7
COc1ccc(Cl)cc1NC(=O)CS(=O)(=O)c1cccc2nsnc12	-0.52	1.8	0	1	5	6	-16	.	-77
CCOc1cc(C(=O)Nc2cnccn2)cc(OCC)c1OCC	0.27	0.7	-24	1	-3	11	4	1	27
O=C(NCc1cccnc1)c1sc2ccccc2c1Cl	0.82	0.7	-12	0.1	88*	-14	-3	.	33
Cc1cccc(C(=O)Nc2cc(C)ccc2NC(=O)COc2ccccc2)c1	-0.29	0.5	-32	1	-4	-26	-5	.	48
CCN(CC)S(=O)(=O)c1cccc2nsnc12	-0.036	1.2	14	1	1	-59	6	11	-21
COc1ccc2cc(CN(CC3CCCO3)S(=O)(=O)c3ccc(C(C)=O)cc3)c(=O)[nH]c2c1 (stereo unspecified)	0.14	0.4	-17	0.6	35	-12	-2	.	60*
CCOC(=O)C1CCN(C(=O)CSCc2nc(-c3ccc(OCC)cc3)oc2C)CC1	1.7	0.2	.	0.5	54*	.	.	-1	81*
CCOc1ccccc1-n1c(SCC(N)=O)nnc1-c1ccc(O)cc1	0.015	1	-23	1.2	-17	-4	5	8	-4
Cc1cc(C)cc(N(CC(=O)NCc2ccc3c(c2)OCO3)C(=O)CCC(=O)Nc2ccccn2)c1	0.25	0.5	-2	0.4	58*	-22	6	5	49
CCC(Oc1ccccc1)C(=O)NCc1cccnc1 (stereo unspecified)	-1.4	0.9	10	0.3	68*	0	15	3	9
CCOC(=O)N1CCC(Nc2c(Nc3ccc(F)cc3)c(=O)c2=O)CC1	-0.0054	0.8	-3	1	-1	1	9	1	22
O=C(CN(c1cccc(C(F)(F)F)c1)S(=O)(=O)c1ccccc1)N1CCOCC1	-0.25	1.1	.	0.9	8	.	.	3	-8
CC(C)(C)c1ccc(C(=O)Nc2ccc(CC(=O)O)cc2)o1	-0.14	1.1	-3	1	-3	-13	8	4	-8
Cc1cc(Cl)cc(C)c1OCCCCn1ccnc1	-0.65	0	.	0	100*	.	.	6	96*
Cc1ccc(Nc2nc(N)nc(CN3CCN(Cc4ccc5c(c4)OCO5)CC3)n2)c(C)c1	0.13	0.6	-27	0.5	52*	16	3	4	38
Cc1ccc(N2CCN(C(=O)c3ccccc3Br)CC2)c(C)c1	0.9	0.4	-20	0	98*	-41	11	7	62*
CCOc1ccccc1NC(=O)Cn1c(=O)n(CCC(=O)NC2CCCC2)c(=O)c2ccccc21	-0.6	0.3	-26	0.6	40	-22	21	7	74*
Cc1nc2ccccc2cc1OCc1ccc(Cl)cc1	-2.1	0.8	.	1	1	.	.	.	25
O=C(CC1Nc2ccccc2NC1=O)NCCCN1CCCCCC1 (stereo unspecified)	.	0.7	2	1	1	2	-14	0	28
Cc1cccc(Nc2nc(N)nc(CN3CCC(C(N)=O)CC3)n2)c1C	-0.25	1.1	-2	1.1	-9	-9	21	5	-5
c1coc(CNc2ncnc3c2oc2ccccc23)c1	-0.13	0.7	-15	0.6	36	-57	6	-2	26
O=S(=O)(Cc1ccccc1)N1CCCCC1	0.74	1.1	-6	0.6	44	-3	10	.	-10
O=C(NCc1ccccn1)c1n[nH]c2ccccc12	0.51	0.9	-11	0.5	45	-15	-10	4	9
CCOc1ccc(CCNC(=O)COC(=O)c2cccnc2OCC)cc1OCC	0.37	0.1	-13	0.2	77*	-5	4	3	87*
CCCc1cc(=O)oc2cc3occ(C)c3cc12	-0.25	0.2	1	0.3	71*	-12	27	14	76*
Cn1/c(=N/N=C/c2ccc(Cl)c([N+](=O)[O-])c2)sc2ccccc21	.	0.9	-5	0.8	22	8	0	.	8
Cc1csc(NC(=O)C2C3C=CC(O3)C2C(=O)O)n1 (stereo unspecified)	-0.18	1.2	-13	1.1	-14	2	11	4	-22
CCNC(=O)Cn1c(=O)c2c(ncn2Cc2ccccc2)n(Cc2ccccc2)c1=O	-0.58	0.9	-15	0.1	89*	15	2	8	13
O=C(C1CCC(CNc2c(N3CCCCC3)c(=O)c2=O)CC1)N1CCc2ccccc2C1 (stereo unspecified)	0.74	1	.	0.9	8	.	.	5	4
COc1cc(N2C(=O)NC3CC2(C)Oc2ccccc23)cc(OC)c1OC (stereo unspecified)	-0.56	0.8	-24	0.9	6	-24	-12	.	15
O=C(COc1ccc(F)cc1)N1CCC(c2ccccc2)C1 (stereo unspecified)	0.14	.	-24	.	.	-2	-2	8	.
CCCC1(C(=O)OC)NC(c2cccc(F)c2)C2C(=O)N(CC)C(=O)C21 (stereo unspecified)	0.75	1	.	0.6	36	.	.	2	0

In a second layout: entries from further up.
The line under a structure holds: hDAT+cocaine | CYP2C9 act | HUVEC tox TNFa | CYP2C19 activ | CYP2C19 inh | IL1B cytotox | VCAM1 TNFa inh | Candida biofilm | CYP2C9 inh
Cc1cccc(Nc2nc(N)nc(CN3CCC(C(N)=O)CC3)n2)c1C
    -0.25 | 1.1 | -2 | 1.1 | -9 | -9 | 21 | 5 | -5
c1coc(CNc2ncnc3c2oc2ccccc23)c1
    -0.13 | 0.7 | -15 | 0.6 | 36 | -57 | 6 | -2 | 26
O=S(=O)(Cc1ccccc1)N1CCCCC1
    0.74 | 1.1 | -6 | 0.6 | 44 | -3 | 10 | . | -10
O=C(NCc1ccccn1)c1n[nH]c2ccccc12
    0.51 | 0.9 | -11 | 0.5 | 45 | -15 | -10 | 4 | 9
CCOc1ccc(CCNC(=O)COC(=O)c2cccnc2OCC)cc1OCC
    0.37 | 0.1 | -13 | 0.2 | 77* | -5 | 4 | 3 | 87*
CCCc1cc(=O)oc2cc3occ(C)c3cc12
    -0.25 | 0.2 | 1 | 0.3 | 71* | -12 | 27 | 14 | 76*
Cn1/c(=N/N=C/c2ccc(Cl)c([N+](=O)[O-])c2)sc2ccccc21
    . | 0.9 | -5 | 0.8 | 22 | 8 | 0 | . | 8
Cc1csc(NC(=O)C2C3C=CC(O3)C2C(=O)O)n1 (stereo unspecified)
    -0.18 | 1.2 | -13 | 1.1 | -14 | 2 | 11 | 4 | -22
CCNC(=O)Cn1c(=O)c2c(ncn2Cc2ccccc2)n(Cc2ccccc2)c1=O
    -0.58 | 0.9 | -15 | 0.1 | 89* | 15 | 2 | 8 | 13
O=C(C1CCC(CNc2c(N3CCCCC3)c(=O)c2=O)CC1)N1CCc2ccccc2C1 (stereo unspecified)
    0.74 | 1 | . | 0.9 | 8 | . | . | 5 | 4
COc1cc(N2C(=O)NC3CC2(C)Oc2ccccc23)cc(OC)c1OC (stereo unspecified)
    -0.56 | 0.8 | -24 | 0.9 | 6 | -24 | -12 | . | 15
O=C(COc1ccc(F)cc1)N1CCC(c2ccccc2)C1 (stereo unspecified)
    0.14 | . | -24 | . | . | -2 | -2 | 8 | .
CCCC1(C(=O)OC)NC(c2cccc(F)c2)C2C(=O)N(CC)C(=O)C21 (stereo unspecified)
    0.75 | 1 | . | 0.6 | 36 | . | . | 2 | 0
